Siah-1 displacement = Siah-1 peptide-binding antagonists, primary screen, biochemical, fluorescence polarization, rhodamine-plectin, uHTS (AID 1817). Siah-1 / rhodamine-plectin peptide fluorescence polarization; higher % means a stronger effect. displacement, % at 20 µM, or IC50 in µM where a hit was titrated. actives 0.02% (n = 290,000);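 active means displacement of at least 50% at 20 µM, with a fluorescence ratio check between 0.3 and a set limit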;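 further: plate controls were Siah plus tracer with DMSO for no effect and tracer alone without Siah for full effect; strong numbers were not always called active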
NOD1 NF-kB reporter = inhibition of NOD1-driven NF-kB reporter – cell-based, luminescence, uHTS, primary screen (AID 1578); NOD1-driven NF-kB luciferase reporter cells, luminescence; higher % means a stronger effect; one-dose inhibition, % at 4 µM; EC50 in µM for titrated hits; actives 1% (n = 290,000); in the data active means inhibition mostly above about 36%, no sharp cut-off; inactive means mostly below about 34%;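 further: HEK-293T reporter cells stimulated with the NOD1 agonist gamma-tri-DAP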
AID2073 = inhibitors of Mint1-CaV2.2 protein interaction, biochemical, HTRF (AID 2073); actives 0.19% (n = 290,000); HTRF protein-protein interaction, Mint1-CaV2.2; higher % means a stronger effect; inhibition, % at 20 µM; hits with a dose series show IC50 in µM; in the data active means inhibition mostly above about 51%, no sharp cut-off; inconclusive means no clear call, values can overlap the other calls; inactive means mostly below about 53%; further: some results filed as inactive read as strong as hits
HIV fusion peptide = inhibitors of HIV fusion peptide binding, primary screen, biochemical, uHTS, fluorescence dequenching (AID 1986); inhibition, % at 20 µM; hits with a dose series show IC50 in µM; actives 0.3% (n = 290,000); cell-free peptide binding, fluorescence dequenching, 30 min; higher % means a stronger effect; in the data active means inhibition mostly above about 52%, no sharp cut-off; inactive means mostly below about 76%; further: some results filed as inactive read as strong as hits
GPR35 arrestin U2OS = GPR35 antagonists blocking zaprinast-driven arrestin recruitment, primary screen, imaging, U2OS, beta-arrestin-GFP, zaprinast agonist (AID 2058). U2OS GPR35 beta-arrestin-GFP translocation imaging, zaprinast antagonism; higher % means a stronger effect. one-dose inhibition, % at 10 µM; IC50 in µM for titrated hits. actives 0.052% (n = 290,000);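 active means inhibition of at least 50% with at least 30 cells and total cytoplasm GFP at most 10,000,000; inconclusive means under 30 cells or total GFP of 10,000,000 plus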
KOR beta-arrestin-1 = kappa opioid receptor activators – cell-based, luminescence, uHTS, primary screen (AID 1777); actives 0.02% (n = 280,000); KOR beta-arrestin recruitment, luminescence; higher % means a stronger effect; activation, % at 10 µM, or EC50 in µM where a hit was titrated; in the data active means activation above about 50%, passing the limit was not always enough; further: a part of the inactive calls stands beside numbers as strong as those of hits
KOR beta-arrestin-2 = KOR antagonists, beta-arrestin recruitment, cell-based, luminescence, uHTS (AID 1778); KOR beta-arrestin recruitment, luminescence, antagonist mode; higher % means a stronger effect; inhibition, % at 10 µM; hits with a dose series show IC50 in µM; actives 0.091% (n = 290,000); in the data active means inhibition above about 50%; further: strong numbers were not always called active
GPR55 activation = GPR55 agonists via beta-arrestin recruitment, primary screen, imaging, U2OS cells, beta-arrestin-GFP redistribution (AID 1961) | U2OS GPR55 beta-arrestin-GFP redistribution imaging; higher % means a stronger effect | activation, % at 10 µM; hits with a dose series show EC50 in µM | actives 0.048% (n = 290,000);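 active means activation above 40% with more than 50 cells counted in the well; inconclusive means wells holding fewer than 50 cells, flagged as toxic or sparse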;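 further: U2OS osteosarcoma cells stably expressing GPR55 and beta-arrestin-GFP; plate controls were DMSO negative control for no effect and LPI positive control for full effect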
GPR55 LPI antagonism = inhibition of LPI-stimulated GPR55 beta-arrestin translocation – imaging, U2OS, beta-arrestin-GFP, LPI agonist, primary screen (AID 2013). U2OS GPR55 beta-arrestin-GFP translocation imaging, LPI antagonism; higher % means a stronger effect. one-dose inhibition, % at 10 µM; IC50 in µM for titrated hits. actives 0.13% (n = 290,000);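 active means spots per cell inhibited over 60%, with over 100 cells counted and total cytoplasm intensity under 500,000; inconclusive means wells with under 100 cells, flagged as likely toxic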;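 further: U2OS cells stably carrying GPR55 and arrestin-GFP stimulated by 5 µM LPI near EC80; imaged beta-arrestin-GFP aggregate spots per cell after agonist stimulation; plate controls were LPI-stimulated DMSO wells for no effect and DMSO wells without LPI for full effect; some results filed as inactive read as strong as hits; confirmed hits need IC50 under 10 µM and bright autofluorescent wells are also inconclusive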
Numbers without * were called inactive; ? = inconclusive; nt = not tested or not shown; [ ] = another dose, or the depositor's remark.

SMILES	Siah-1 displacement	NOD1 NF-kB reporter	AID2073	HIV fusion peptide	GPR35 arrestin U2OS	KOR beta-arrestin-1	KOR beta-arrestin-2	GPR55 activation	GPR55 LPI antagonism
CC(C)CNC(=O)COC(=O)c1c2c(nc3ccccc13)CCC2	8%	-24%	5%	0.5%	0%	-7.3%	-13%	-0.2%	-1%
CCOc1ccc(/C=N/Nc2ccccn2)cc1	5%	-40%	-22%	1.5%	-10%	-6.3%	12%	-0.3%	8%
CC(C)C(C)NC(=O)COc1ccc(S(=O)(=O)N2CCOCC2)cc1[N+](=O)[O-] (configuration not stated)	0%	-8%	-5%	2.9%	-8%	16%	-17%	-0.4%	11%
Clc1ccc(-c2csc(N/N=C/c3cccnc3)n2)c(Cl)c1	2%	-24%	2%	-4.4%	-4%	21%	-44%	0.2%	8%
CN(C)C(=O)COc1ccc2c(-c3ccccc3)cc(=O)oc2c1	-4%	-12%	27%	-0.4%	-5%	-1.9%	-10%[20 µM]	-0.1%	2%
COc1ccc(-c2noc(CCC(=O)NCCN(C)Cc3ccccc3)n2)cc1	3%	-15%	23%	-0.2%	-1%	1.4%	42%	-0.2%	6%
CC(C)OC(=O)C1C2C=CC3(CN(Cc4cccs4)C(=O)C13)O2 (configuration not stated)	0%	-11%	4%	2.4%	12%	-0.1%	8%	-0.2%	10%
Cc1ccc2[nH]c(-c3cccc(F)c3)cc(=O)c2c1	3%	-15%	-5%	-0.2%	-1%	-1.3%	-81%	0.1%	-7%
CCOC(=O)c1ccc2c(c1)nc(COc1ccccc1C#N)n2CC	-3%	-22%	14%	-0.3%	0%	0.9%	9%	0.6%	8%
O=C1c2cccc3c(N4CCCCC4)ccc(c23)C(=O)N1c1ccccn1	8%	-42%	23%	126%	1%	-1.8%	0%	-0.3%	19%
COC(=O)C1=C(NC(=O)COc2ccc3ccccc3c2)CCS1	-2%	-16%	21%	0.9%	-9%	-3.4%	10%	-0.2%	18%
O=C(OCC(=O)N1CCc2ccccc2C1)c1cccs1	-1%	-31%	0%	-1.0%	-10%	-7.8%	6%	0.2%	-3%
COc1ccc(NC(=S)NC(C)c2ccncc2)cc1OC (configuration not stated)	-7%	-45%	-6%	-1.2%	22%	0.6%	-6%	0.1%	8%
CCOc1ccc(-c2c(C(=O)N/N=C/c3cccc(Br)c3)nnn2-c2nonc2N)cc1	4%	-16%	12%	2.9%	2%	-1.3%	-22%	-0.1%	10%
Cc1cc(C)cc(OC(=O)CCN2C(=O)c3ccccc3C2=O)c1	19%	-32%	28%	2.7%	-7%	1.1%	-9%	0.1%	7%
COc1cccc(OCC(O)CNC(=O)c2oc3ccc(C)cc3c2C)c1 (configuration not stated)	7%	-4%	2%	1.1%	7%	-3.2%	7%	-0.1%	-11%
O=C(NCCN1CCCCC1)c1cc2ccccc2[nH]1	-2%	5%	5%	3.7%	-3%	1.8%	5%	-0.2%	7%
O=C(Nc1cccnc1)c1ccc(COc2ccccc2Cl)o1	-1%	23%	19%	-1.9%	8%	4.0%	7%	0.3%	-12%
COc1cc(OC)cc(C(=O)Nc2ccc(S(=O)(=O)N3CCOCC3)cc2)c1	4%	-9%	12%	1.2%	16%	-3.2%	-23%[20 µM]	-0.4%	-13%
CC(C)CN(CCC(=O)O)CC(C)C	2%	3%	3%	-0.8%	-4%	1.3%	-30%	0.3%	1%
Cc1ccccc1N/C=C/C(=C(C#N)C#N)N(C)C	0%	-5%	-4%	-2.2%	0%	4.4%	-28%	-0.1%	31%
COc1cc(NC(=O)Cn2nnc(-c3ccccc3N)n2)cc(OC)c1	-1%	9%	?	2.8%	12%	-7.3%	-9%	0.3%	13%
CCC(C)NCCOCCOc1ccccc1-c1ccccc1 (configuration not stated)	9%	17%	2%	0.9%	3%	3.3%	-2%	-0.1%	25%
CC(CCc1ccccc1)NC(=O)c1ccc(Cl)nc1 (configuration not stated)	1%	-26%	6%	2.8%	-6%	-3.1%	8%	-0.1%	12%
CCOc1ccccc1C(=O)OCC(=O)Nc1ccc(OC(F)F)cc1	-3%	-14%	-7%	1.9%	3%	nt	-21%	-0.2%	-6%
SMILES	Siah-1 displacement	NOD1 NF-kB reporter	AID2073	HIV fusion peptide	GPR35 arrestin U2OS	KOR beta-arrestin-1	KOR beta-arrestin-2	GPR55 activation	GPR55 LPI antagonism
CC1(C)Oc2ccc3ccc(=O)oc3c2-c2cnoc21	-7%	-5%	13%	-0.9%	1%	-3.6%	-41%	0.8%	5%
COc1ccc(Cl)cc1NC(=O)c1noc(C)c1[N+](=O)[O-]	-5%	3%	1%	0.1%	12%	-0.5%	-3%	-0.2%	-1%
Cc1cc(NC(=O)CCSc2nc(-c3ccco3)cc(C(F)(F)F)n2)n(-c2ccccc2)n1	-6%	-26%	7%	5.1%	-13%	3.4%	11%	0.1%	-1%
O=C(CSC1=Nc2ccccc2C2CC=NN12)Nc1ccc2c(c1)OCO2 (configuration not stated)	6%	-34%	8%	-0.5%	-15%	-13%	-7%	1.1%	2%
CCOc1ccc(N2C(=O)C(Cl)=C(N3CCOCC3)C2=O)cc1	3%	-52%	17%	2.7%	4%	-6.1%	8%[20 µM]	-0.1%	11%
CC(CNC(=O)c1cc(COc2ccc3ncccc3c2)on1)c1ccccc1 (configuration not stated)	7%	30%	21%	-1.0%	-7%	-3.0%	-6%	-0.1%	3%
COC(=O)c1c(NC(=O)CCCC(=O)O)sc2c1CCC2	-2%	-11%	-1%	13%	-8%	-5.0%	11%	-0.1%	0%
O=C(NC12CC3CC(CC(C3)C1)C2)OCCNC1CCCCC1	-4%	9%	24%	0.4%	-2%	2.4%	-20%	0.1%	-11%
O=C(COC(=O)/C=C/c1cccs1)Nc1ccccc1Cl	0%	-37%	-3%	-0.8%	2%	1.4%	-17%	0.2%	-3%
COc1nc(NCCc2ccc(OC)c(OC)c2)nc(Nc2ccccc2)n1	-3%	-15%	11%	-0.6%	4%	-4.3%	-2%[20 µM]	-0.1%	41%
N#C/C(=C/c1ccncc1)c1nc2ccccc2c(=O)[nH]1	3%	-13%	29%	1.5%	-10%	12%	11%	0.4%	-7%
Cc1ccc(C)c(NC(=S)N(Cc2cccc(Br)c2)CC2CCC(C(=O)O)CC2)c1 (configuration not stated)	-2%	-15%	-5%	3.1%	4%	5.9%	-8%	0.1%	9%
CSc1cccc(CN2CCN(CCC(C)C)C(CCO)C2)c1 (configuration not stated)	3%	-17%	4%	-0.6%	0%	-0.3%	-29%	-0.2%	18%
Cc1cccc(N(C(=O)CCC(=O)Nc2cccnc2)C(C(=O)NC2CCCC2)c2ccncc2)c1 (configuration not stated)	-4%	0%	?	0.2%	9%	6.9%	-65%	-0.1%	-10%
C=CCn1c(SCC(=O)Nc2cc(NC(C)=O)ccc2OC)nnc1-c1ccccn1	0%	-1%	-6%	2.3%	6%	-3.1%	-2%	0.2%	10%
O=C(/C=C\NCC(=O)c1ccccc1)c1ccccc1	-7%	13%	-4%	0.2%	-3%	-4.4%	7%	-0.1%	-5%
CC(C)(C)OC(=O)NCCCCCc1nnc(SCc2ccc(F)cc2)o1	-1%	-4%	-26%	-1.0%	19%	4.2%	8%	-0.1%	-16%
CC1C=CCC2C(=O)N(c3cc(Cl)ccc3O)C(=O)C12 (configuration not stated)	0%	6%	13%	1.7%	-8%	-3.0%	-27%	0.1%	7%
Cc1cccnc1NC(=O)c1ccc(COc2ccccc2)o1	1%	-23%	7%	0.1%	-2%	1.7%	17%	-0.1%	14%
Cc1cccc(NC(=O)c2ccc(OCC3CCCO3)cc2)c1C (configuration not stated)	-3%	-27%	-2%	0.4%	-20%	0.3%	9%	-0.1%	-1%
COc1cccc(Nc2ncccc2C(=O)Nc2ccccc2)c1	0%	1%	3%	-0.2%	6%	-3.6%	9%	-0.2%	12%
CCc1ccccc1OCC(=O)OCC(=O)c1c(N)n(C)c(=O)n(C)c1=O	-5%	-9%	5%	-1.6%	6%	-2.5%	-3%	-0.3%	4%
O=Cc1ccc(-n2cc(C=O)c3ccccc32)cc1	4%	-39%	21%	5.8%	-7%	-2.7%	30%	1.0%	14%
CCC1(C)Cc2c(sc3c2c(=O)n(C)c2nnc(SCc4ccc5c(c4)OCO5)n32)CO1 (configuration not stated)	0%	-24%	-4%	-0.1%	-24%	-2.4%	-20%	0.8%	-3%
COc1ccc(C(O)C(CN2CCOCC2)c2ccccc2)cc1F (configuration not stated)	-2%	-17%	3%	0.2%	10%	-1.4%	-30%	0.8%	0%
SMILES	Siah-1 displacement	NOD1 NF-kB reporter	AID2073	HIV fusion peptide	GPR35 arrestin U2OS	KOR beta-arrestin-1	KOR beta-arrestin-2	GPR55 activation	GPR55 LPI antagonism
Cc1cc(=O)[nH]c(/N=C(\N)Nc2cccc3ccccc23)n1	8%	-12%	11%	3.7%	4%	-4.9%	9%	-0.2%	16%
CCOC(=O)Cn1cc(C#N)c2ccccc21	7%	-14%	6%	0.8%	-7%	0.7%	-10%	0.8%	11%
O=C(Nc1ccccc1-c1nnc(SCc2ccc(Cl)cc2Cl)o1)c1ccccc1	10%	-9%	17%	1.7%	-11%	1.1%	17%	-0.1%	13%
CSc1ccccc1NC(=O)CN(C)Cc1c(O)ccc2ccccc12	3%	-9%	-14%	-1.2%	-8%	0.1%	-30%	0.2%	5%
O=C(NC(=O)N1CCCCC1)c1ccc(Cl)cc1	0%	-13%	12%	0.4%	-13%	-3.0%	10%	-0.1%	-5%
CCOc1ccc(NC(=O)CCC(=O)NNC(=O)NC2CCCCC2)cc1	17%	-20%	-1%	1.3%	-19%	0.2%	22%	0.0%	6%
CC(C)c1nc(SCC(=O)Nc2cccc(C(=O)O)c2)c2c3c(sc2n1)CCCC3	-2%	-12%	5%	37%	7%	-3.8%	-52%	0.3%	-4%
CCOC(=O)Cn1c(S(=O)(=O)Cc2ccc(Cl)cc2)nc(-c2ccccc2)c1-c1ccccc1	3%	-18%	4%	-0.3%	-5%	3.3%	-40%	0.0%	13%
CCC(CC)C(=O)Nc1c2c(nn1-c1ccc(OC)cc1)CS(=O)(=O)C2	2%	nt	3%	-2.0%	5%	4.1%	-22%	-0.1%	8%
CCOc1ccc(S(=O)(=O)N2CCN(S(=O)(=O)c3ccc(C(C)=O)cc3)CC2)cc1	-7%	16%	20%	1.3%	-1%	6.0%	-45%	0.3%	-13%
O=C(O)COc1ccccc1/C=N/NC(=O)CNC(=O)c1ccc(F)cc1	2%	-2%	26%	-0.1%	13%	7.2%	13%	-0.1%	-5%

This is a subset, so the mix of outcomes need not match the whole.
